OX1R antag: OX1R (HCRTR1) antagonists, primary screen, fluorescence, CHO/OX1R cells, Fluo-8 calcium, orexin A; Orexin/Hypocretin receptor type 1 (Homo sapiens), O43613; Fluo-8 calcium fluorescence; inhibition, % at 5 µM; hit rate 0.43% among 330,000; AID 434989, 2010;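 active = inhibition above its plate's threshold, mean inhibition of all tested compounds on the plate plus 3 SD, cut at about 37% in these data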;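 also: 0% = orexin A challenge wells and 100% = SB-334867-A antagonist wells; not every result past the cut was called active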
Target sequence (O43613 whole entry, looked up): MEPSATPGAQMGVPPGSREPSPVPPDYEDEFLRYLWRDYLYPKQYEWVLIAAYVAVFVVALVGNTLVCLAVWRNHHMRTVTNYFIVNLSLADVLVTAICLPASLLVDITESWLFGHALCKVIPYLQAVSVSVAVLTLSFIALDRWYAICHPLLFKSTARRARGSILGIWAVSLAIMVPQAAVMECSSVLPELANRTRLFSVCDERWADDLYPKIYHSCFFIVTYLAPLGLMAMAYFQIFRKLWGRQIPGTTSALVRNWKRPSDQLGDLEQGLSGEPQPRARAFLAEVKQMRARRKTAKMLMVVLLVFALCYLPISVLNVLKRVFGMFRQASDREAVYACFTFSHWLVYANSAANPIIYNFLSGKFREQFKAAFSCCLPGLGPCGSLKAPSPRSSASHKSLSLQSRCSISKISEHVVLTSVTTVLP
CHT PAM: CHT positive allosteric modulators, primary screen, cell-based, membrane potential dye, choline EC20; High affinity choline transporter 1 (Homo sapiens), Q9GZV3; CHT-expressing cells; hits give high values; LV-AA mutant CHT in HEK293 cells; hit rate 0.49% among 310,000; B-score at 10 µM;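 active = initial fluorescence not abnormally high and integrated response B-score, plate-corrected, over 3 SD above library mean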
Target sequence (Q9GZV3 whole entry, looked up): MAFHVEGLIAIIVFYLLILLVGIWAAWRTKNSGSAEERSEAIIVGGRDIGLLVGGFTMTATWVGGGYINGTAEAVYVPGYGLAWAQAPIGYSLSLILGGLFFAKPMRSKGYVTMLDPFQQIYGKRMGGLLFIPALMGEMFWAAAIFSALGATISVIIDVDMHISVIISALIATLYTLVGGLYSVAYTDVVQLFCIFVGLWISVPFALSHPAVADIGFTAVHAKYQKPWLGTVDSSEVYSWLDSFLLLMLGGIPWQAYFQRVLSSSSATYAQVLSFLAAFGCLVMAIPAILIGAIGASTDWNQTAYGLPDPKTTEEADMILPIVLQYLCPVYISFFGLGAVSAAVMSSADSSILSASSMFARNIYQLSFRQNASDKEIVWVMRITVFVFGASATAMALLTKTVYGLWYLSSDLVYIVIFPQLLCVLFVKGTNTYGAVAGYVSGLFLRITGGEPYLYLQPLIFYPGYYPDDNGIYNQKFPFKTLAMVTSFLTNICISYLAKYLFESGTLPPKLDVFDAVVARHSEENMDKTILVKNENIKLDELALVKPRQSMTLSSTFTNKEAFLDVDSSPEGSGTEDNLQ
Starred values were filed as active, the others as inactive; i = inactive; x = not tested or not shown.

Molecule,OX1R antag,CHT PAM
COc1ccccc1C1CC(=O)Nc2cc(C)c(C)cc21 (configuration not stated),-24,i
COc1ccc(NC(=O)c2ccc(S(=O)(=O)C(F)F)cc2)c(OC)c1,-17,i
O=C(/C=C/Nc1ccc(Br)cc1F)c1ccccc1,-25,i
COc1ccc(C(c2nnnn2C2CCCCC2)N2CCN(c3ccccc3F)CC2)cc1 (configuration not stated),-19,i
Cc1c(C(=O)O)sc(=S)n1-c1ccc(Cl)cc1,-9,i
Cc1cc(-c2cc(-c3ccc(Cl)cc3)on2)nc(NCC2CC2)n1,-22,i
CCC1(C)Cc2ccccc2-c2[nH][nH]c(=O)c21 (configuration not stated),-24,i
Cc1ccc(S(=O)(=O)n2c([N+](=O)[O-])cnc2C)cc1C,-13,i
Nc1nonc1NC(=O)NN=C1CCCCC1,4,i
CCCC1CC(C)(c2csc(Nc3ccc(OCC)cc3)n2)OC1=O (configuration not stated),15,i
Cn1nnnc1SCC(=O)N1CCc2ccccc2C1,13,i
COc1ccccc1CNC(=O)C(C)NS(=O)(=O)c1ccc(C)cc1 (configuration not stated),-44,i

Individual results from the list.
Cc1ccc(S(=O)(=O)n2c([N+](=O)[O-])cnc2C)cc1C in OX1R antag = -13
Cc1c(C(=O)O)sc(=S)n1-c1ccc(Cl)cc1 in OX1R antag = -9
Cc1cc(-c2cc(-c3ccc(Cl)cc3)on2)nc(NCC2CC2)n1 in OX1R antag = -22
CCCC1CC(C)(c2csc(Nc3ccc(OCC)cc3)n2)OC1=O (configuration not stated) in OX1R antag = 15
Nc1nonc1NC(=O)NN=C1CCCCC1 in OX1R antag = 4

New compounds follow:
Molecule,OX1R antag,CHT PAM
CCN1CCN(c2ccc(S(=O)(=O)N3CCOCC3)cc2NC(=O)c2ccccc2SC)CC1,-26,i
COc1ccc(/C=C/C(=O)NC(=S)NCC2CCCO2)cc1 (configuration not stated),-36,i
COC(=O)c1ccc(CN2CCN(CCc3ccccc3)C(CCO)C2)cc1 (configuration not stated),-34,i
COc1ccc(-c2cnc(SCC(=O)Nc3cc(C)on3)n2Cc2ccco2)cc1,3,i
COc1cc(C2CC(=O)c3cnc(NC(=O)c4ccco4)nc3C2)cc(OC)c1OC (configuration not stated),-12,i
O=C(Cn1c2[n+](c3ccc(C(F)(F)F)cc31)CCCCC2)Nc1c(F)cccc1F,6,i
Oc1ccc(Br)cc1-c1ccnn1-c1ccccc1,29,i
COc1cccc(C2CC(c3cccs3)=NN2C(=O)CSC2=NN3CCCC(=O)N=C3S2)c1OC (configuration not stated),-32,i
Cc1cccc2c(=O)c(C(=O)NCCCN3CCOCC3)c[nH]c12,11,i
CC1CCCC(NC(=O)COC(=O)CCc2ccccc2)C1C (configuration not stated),-4,i
COc1ccc(S(=O)(=O)NCCN2CCOCC2)cc1[N+](=O)[O-],-4,i
O=C1Nc2ccc([N+](=O)[O-])cc2OC1CCN1CCCC1 (configuration not stated),-7,i
Nc1nc(NCc2ccco2)nc(N2CCCC2)c1[N+](=O)[O-],-20,i
CCCc1cc(C(=O)Nc2sc3c(c2C(=O)OCC)CCCC3)no1,9,i
COc1ccc(N=Cc2ccc(-c3ccccc3)o2)cc1,1,i
S=c1[nH]nc(-c2ccc(Cl)cc2)n1CC1CCCO1 (configuration not stated),-6,i
CCc1cc2c(SC(C)C(=O)NC3CCCC3)ncnc2s1 (configuration not stated),-41,x
C=CCN(CC=C)C(=O)COC(=O)c1ccc(Sc2ncn[nH]2)c([N+](=O)[O-])c1,-14,i
O=C(COC(=O)CCN=C1NS(=O)(=O)c2ccccc21)NNC(=O)c1ccc(Cl)cc1,-15,x
CCOc1ccccc1NC(=O)c1ccccc1-c1nc(-c2ccccc2)no1,-7,i
Cc1ccc(OCc2nnc(SCC(=O)c3ccccc3)n2-c2ccccc2)cc1,2,i
COCCn1c(=O)c2ccccc2c2ccccc2c1=O,-5,i
O=C(N1CCN(Cc2ccc3c(c2)OCO3)CC1)C12CC3CC(CC(C3)C1)C2,-6,i
COc1cccc(CNC(=O)C2CCC(=O)N(CCc3cccc(F)c3)C2)c1 (configuration not stated),-13,i

3 compounds out of the list above, sorted by the number in OX1R antag, low to high.
Molecule,OX1R antag
C=CCN(CC=C)C(=O)COC(=O)c1ccc(Sc2ncn[nH]2)c([N+](=O)[O-])c1,-14
CCOc1ccccc1NC(=O)c1ccccc1-c1nc(-c2ccccc2)no1,-7
COc1ccc(N=Cc2ccc(-c3ccccc3)o2)cc1,1

The listing continues:
Molecule,OX1R antag,CHT PAM
Cc1c(C(=O)c2ccccc2C(=O)O)sc2ccccc12,-19,i
Cc1cc(=O)oc2c3c(cc(OCC(=O)NCCC(=O)N[C@@H](C)C(=O)O)c12)OC(C)(C)CC3,x,i
CCO[C@H]1OC(C(=O)O)=C[C@@H](c2ccc3c(c2)OCO3)[C@@H]1CCCO,-7,i
CC1CCN(C(=O)CN2C(=O)c3cccc4cccc(c34)C2=O)CC1,-14,i
COc1ccc(C)cc1NC(=O)C1CCCN1S(=O)(=O)c1ccc2c(c1)CCC(=O)N2 (configuration not stated),-44,i
O=C(Cn1cc([N+](=O)[O-])cn1)N1CCCc2ccccc21,-7,i
Cc1nn(CC(=O)Nc2ccc3c(c2)OCO3)c(C)c1Cl,-13,i
COc1ccc(N2CCN(C(=O)c3ccc(C(C)(C)C)cc3)CC2)cc1,-4,i
O=C(Nc1ccc(Cl)cn1)Nc1cccs1,-9,i
CC1=NN(c2ccccc2)C(=O)/C1=C/c1cccc(C)c1,-11,i
Oc1ccc2n[nH]nc2c1,4,i
Cc1cc(C)c(C)c(S(=O)(=O)N2CCN(CC(=O)NC(=O)NCc3ccccc3)CC2)c1C,-28,i
Cc1cccc(NC(=O)COc2cccc3c2CCN(C)C3=O)c1C,-17,i
N#Cc1c(NC(=O)CSc2n[nH]c(N)n2)oc(-c2ccccc2)c1-c1ccccc1,-11,i
Cc1cc(NC(=O)C2CC(c3ccccc3Cl)=NO2)no1 (configuration not stated),-1,i
COC(=O)C1NN=C(C(=O)c2ccc(Br)cc2)C1c1cccc(Br)c1 (configuration not stated),-10,i
CCCCCCCSc1nnc(-c2ccccc2N)c(=O)[nH]1,-8,i
CC(C)C(=O)N=C1NC(=O)CS1,3,i
Cc1nc(NC(=O)/C=C/c2ccccc2)sc1C(=O)Nc1ccccc1Cl,-19,i
Cc1ccc2c(C)c(C(=O)NCC(C)(C)N3CCOCC3)oc2c1C,-22,i
CC(C)(C)NS(=O)(=O)c1ccc(NC(=O)C2CCCO2)cc1 (configuration not stated),1,i
Cc1ccc(NC(=O)C(=O)NCCN2CCN(S(C)(=O)=O)CC2)cc1C,-14,i
COc1ccc(C(c2nnnn2CC2CCCO2)N2CCN(c3ccccc3)CC2)cc1 (configuration not stated),-35,i
Cc1cccc(C)c1NC(=O)c1ccc(OCc2c(C)noc2C)cc1,-15,x
Clc1ccc(-c2nnc(-c3ccccc3)nc2N2CCSCC2)cc1,-25,i
S=c1[nH]nc(-c2ccc3ccccc3n2)n1-c1cc(Cl)cc(Cl)c1,-13,i
Cc1ccc(C(=O)Nc2cc3c(cc2Cl)OCCCO3)cc1,-31,i
Cc1cc(OCc2nc(-c3ccc(NC(=O)c4cccnc4)cc3)no2)ccc1Cl,-4,i
O=C(O)c1ccc(Nc2ncnc3c2cnn3Cc2ccccc2)cc1,-22,i
COc1ccc(-c2ccc3nnc(SCC(N)=O)n3n2)cc1,5,i
COC(=O)Cn1cc(/C=N/NC(=O)c2ccc(C#N)cc2F)c2ccccc21,-6,i
COC(=O)Cn1c(=O)c2c(nc3n2CC(C)CN3c2ccc(C)c(C)c2)n(C)c1=O (configuration not stated),-36,i
Cc1ccc(NC(=O)CSc2nc(O)cc(=O)n2-c2ccc(C)cc2)cc1,-8,i
COc1ccccc1C(=O)N(CCN(C)C)c1nc2cc(C)cc(C)c2s1,-32,i
COc1ccc(OCc2nnc(SCC(=O)NCc3ccco3)o2)cc1,-14,i
CC(=O)OCc1cc(=O)n(C)c(=O)n1C,14,i
O=C1c2cc(N3CCCC3)c([N+](=O)[O-])cc2C(=O)N1c1ccccc1,-18,i
Nc1ccc(Nc2nc(-c3cccs3)cs2)cc1,-11,i
CCCN1CCN(C(=O)c2ccc(CS(=O)c3ccc(Cl)cc3)o2)CC1 (configuration not stated),-21,i
CCOC(=O)C1CCN(C(=O)CNC(=O)Cn2c(C)cc3ccccc3c2=O)CC1,-16,i
Cn1c(=O)n(C)c2cc(NC(=O)COc3ccccc3)ccc21,-4,i
Cc1ccc(NC2CCCN(C(=O)c3ccoc3)C2)cc1C (configuration not stated),-15,i
C[C@@H]1CC[C@]2(C(=O)O)CC[C@]3(C)C(=CCC4[C@]56CC[C@@](O)(OC5)C(C)(C)C6CC[C@]43C)C2[C@H]1C (some centres not stated),-8,i
COc1ccc(CC(=O)n2nc(-c3ccccc3)nc2NCc2ccco2)cc1,-12,i
Cn1nc(-c2ccccc2)cc1NC(=O)c1ccccc1,-19,i
Cc1ccc(S(=O)(=O)Nc2cccc(-c3ccc4nncn4n3)c2)cc1,-15,i
COCCCNCC(=O)c1c(N)n(Cc2ccccc2)c(=O)n(C)c1=O,1,i
O=C(NC(=S)NCCc1ccccc1)c1ccccc1F,-20,i
CC(=O)Nc1ccccc1C(=O)C(=O)Nc1ccc(C)c(F)c1,-1,i
O=C(Nc1ccc(Cl)cn1)C1C(c2ccccc2)C1(Cl)Cl (configuration not stated),-39,i
COc1ccc(OC)c(S(=O)(=O)NCc2cn3cccc(C)c3n2)c1,-8,i
Cc1c(NC(=O)c2ccc(CC(C)C)o2)c(=O)n(-c2ccccc2)n1C,0,i
CCCCCCSc1ccc([C@@H]2[C@H]3C(=O)N(CC)C(=O)[C@H]3[C@]3(C(=O)OC)CCCCN23)cc1OC,-20,x
CC(=O)Nc1ccc(S(=O)(=O)N2CCCN(S(=O)(=O)c3ccc(C)cc3)CC2)cc1,-3,i
COCCNC(=O)CN1CCN(Cc2cccc(Cl)c2)C1=O,-21,i
CCc1cc(C(=O)N2CCCC(N3CCN(c4cccc(C(F)(F)F)c4)CC3)C2)n(C)n1 (configuration not stated),-21,i
CCOc1ccc(CCNC(=O)CCNS(=O)(=O)c2ccc(Br)cc2)cc1OCC,-40,i
COc1ccc(CCNC(=O)CSc2ccc(-c3cccs3)nn2)cc1OC,-18,i
Cc1ccc(-c2cc(-c3ccccc3)nc(Cl)n2)cc1,-25,i
C#Cc1ccc(CN2CCN(CCCc3ccccc3)C(CCO)C2)cc1 (configuration not stated),-42,i

Part of the list above in order of length of the SMILES, largest number first:
Molecule,OX1R antag,CHT PAM
CCc1cc(C(=O)N2CCCC(N3CCN(c4cccc(C(F)(F)F)c4)CC3)C2)n(C)n1 (configuration not stated),-21,i
COc1ccc(OC)c(S(=O)(=O)NCc2cn3cccc(C)c3n2)c1,-8,i
O=C(Nc1ccc(Cl)cn1)C1C(c2ccccc2)C1(Cl)Cl (configuration not stated),-39,i

(next part)
Molecule,OX1R antag,CHT PAM
O=c1[nH][nH]c(C(F)(F)F)c1C=NCc1ccc(Cl)cc1,-14,i
Cn1c2ccccc2c(=O)c2c(=O)n(Cc3ccco3)c(COc3ccccc3)nc21,-12,i
O=C(CCN1CCOCC1)c1ccccc1,23,i
O=C(NNc1cc(N2CCOCC2)nc(N2CCOCC2)n1)c1ccc(Cl)c(Cl)c1,-21,i
CCn1c(SCC(=O)Nc2cccc(NC(C)=O)c2)nnc1-c1ccco1,-23,i
Cc1ccc(Oc2ccc(NS(=O)(=O)c3cccc(C(=O)O)c3)cc2)cc1,-2,x
CC(C)(CSc1ccccn1)NS(=O)(=O)c1ccccc1,-6,i
CCOc1ccc(OCCC(=O)OCC(=O)NNC(=O)c2ccccc2)cc1,-3,i
COc1ccc(CNC(=O)C2CCN(C(=O)c3sccc3-n3cccc3)CC2)cc1,-13,i
Cc1ccc(SCc2cc(=O)n(C)[nH]2)cc1,-30,i
O=C(NCc1ccccc1Cl)c1ccccc1CCc1ccccc1,23,i
Cc1nnc(SCc2cccc([N+](=O)[O-])c2)s1,-12,i
CC(Oc1cccc(Cl)c1)C(=O)NCCCCc1ccccc1 (configuration not stated),-9,i
O=C(O)c1[nH]c2ccccc2c1C(c1cc(Cl)cc([N+](=O)[O-])c1O)c1c(C(=O)O)[nH]c2ccccc12,-11,i
Cc1noc(C)c1COc1ccc(C(=O)N2CCN(c3ccccn3)CC2)cc1,-10,i
CCN1CCN(C(=O)c2cc3c(OC)c(OC)c(OC)cc3[nH]2)CC1,-2,i
COc1cc(Cl)ccc1NC(=O)COc1ccccc1C(=O)N1CCN(c2ccc(O)cc2)CC1,-24,i
COc1ccc(CNC(=O)C[C@H]2C[C@H](C(=O)N3CCOCC3)[C@@]3(C)c4[nH]c5cc(CCC(=O)N(C)C)ccc5c4CCN3C2=O)cc1OC,-8,x
CCOc1ccc(C(=O)Nc2sc3c(c2C(=O)OC)CC(C)(C)NC3(C)C)cc1,-8,i
O=C(CSc1nnnn1C1CCCCC1)NNC(=O)c1ccco1,-11,i
COc1ccc(N2CCN(c3nc4ccccc4n3CC(=O)c3ccccc3)CC2)cc1,-35,i
Cn1cccc1/C=C1\SC(=S)N(NC(=O)c2ccc(Cl)cc2)C1=O,-25,i
CC(C)Cc1ccc(/C=C/C(=O)NC2CC2)cc1,2,i
CCc1ccc(-c2cc(C)no2)cc1S(=O)(=O)N1CCN(c2ccccc2OC)CC1,-21,i
O=C(c1nc[nH]c1C(=O)N1CCc2ccccc2C1)N1CCc2ccccc2C1,4,x
Cc1ccc(OCC(=O)Nc2ccc3c(c2)nc(CCN2CCOCC2)n3C)cc1,-7,i
Cn1nc(C(=O)N2CCOCC2)c([N+](=O)[O-])c1C(=O)N1CCOCC1,7,i
